HCV core dimer – HCV core protein dimerization inhibition; TR-FRET GST/Flag-core106 dimerization, 1536-well; inhibition, % at 5 µM; 0.33% of 300,000 active;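 active = inhibition above the mean of all tested compounds plus 3 SD, set per screening campaign, cut at about 45% in these data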
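System: GST/Flag-tagged HCV core106 proteins. Incubation: compound-protein-antibody incubation 4 h at 22.5 °C. Technique: HTRF with 340 nm excitation, 617/671 nm emission. Medium: KF-containing HEPES buffer, pH 7.45, DTT, CHAPS, BSA. Read-out: inhibition (%) from 671 over 617 nm ratio. Also added: Eu(K)-anti-GST 90 ng/mL plus XL665-anti-Flag 1 µg/mL.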
Efflux pump mplx – antifungal efflux pump inhibition, Nile Red retention; AID 485275; inhibition, % at 10 µM; S. cerevisiae Candida pump triplex; 0.44% of 330,000 active;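 active = plate passing quality check with inhibition over a set limit, or well fluorescence over plate mean plus 4 SD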;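 note: Nile Red retained in pooled yeast measured as flow cytometry median fluorescence; 0% = buffer negative control and 100% = Enniatin B positive control; higher means more Nile Red kept so more efflux inhibition; some compounds called inactive have numbers as strong as hits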
PP5 primary – blocks human protein phosphatase 5 activity | P53041 | purified PP5c, OMFP substrate fluorescence | inhibition, % at 6.7 µM | 0.18% of 320,000 active;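 active = inhibition above the campaign's mean inhibition across all tested compounds plus 3 SD, cut at about 9.5% in these data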;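 note: 0% = DMSO only and 100% = 100 µM cantharidin control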
PP1 counter – blocks human PP1-alpha phosphatase, a PP5 counter-screen. P62136. AID 2235. inhibition, % at 6.7 µM. 0.9% of 320,000 active. purified PP1alpha, OMFP fluorescence;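 active = inhibition above the mean inhibition of all tested compounds plus 3 SD, computed separately for each screening campaign, cut at about 15% in these data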
Target sequence (P62136 whole entry, looked up): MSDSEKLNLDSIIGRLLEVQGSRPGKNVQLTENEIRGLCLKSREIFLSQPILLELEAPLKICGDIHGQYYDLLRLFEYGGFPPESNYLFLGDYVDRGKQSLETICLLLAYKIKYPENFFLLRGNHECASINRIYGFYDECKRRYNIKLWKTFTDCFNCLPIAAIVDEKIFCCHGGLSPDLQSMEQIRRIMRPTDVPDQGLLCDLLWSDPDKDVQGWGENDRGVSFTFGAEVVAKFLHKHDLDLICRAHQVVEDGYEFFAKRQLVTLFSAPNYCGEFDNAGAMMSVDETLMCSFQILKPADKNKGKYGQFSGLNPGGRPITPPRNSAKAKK
Fh CTSL1 inh – blocks F. hepatica cathepsin L1 in PFM18AAP counter-screen; AID 1906; 0.49% of 300,000 active; inhibition, % at 5.96 µM; recombinant F. hepatica cathepsin L1, Z-Leu-Arg-MCA fluorescence;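 active = inhibition above the mean of all tested compounds plus 3 SD, set per screening campaign, cut at about 17% in these data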;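 note: 0% = plate median of test compound wells and 100% = 1 µM Z-Phe-Ala-diazomethylketone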
TPT1 inh – inhibitors of Candida albicans tRNA 2'-phosphotransferase TPT1; 0.81% of 300,000 active; AID 1962; recombinant caTPT1, FP RNA substrate dephosphorylation; inhibition, % at 5 µM;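 active = inhibition above the mean of all tested compounds plus 3 SD, set per screening campaign, cut at about 24% in these data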;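 note: plate controls were DMSO alone for no effect and ferristatin control at 100 nM for full effect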
ZTA DNA inh – blocks Epstein-Barr virus ZTA, an EBNA-1 counter-screen; P03206; ZTA-DNA binding, fluorescence polarization; inhibition, % at 11 µM; 0.15% of 320,000 active; AID 2234; in the data active = inhibition above about 33%
Target sequence (P03206 whole entry, looked up): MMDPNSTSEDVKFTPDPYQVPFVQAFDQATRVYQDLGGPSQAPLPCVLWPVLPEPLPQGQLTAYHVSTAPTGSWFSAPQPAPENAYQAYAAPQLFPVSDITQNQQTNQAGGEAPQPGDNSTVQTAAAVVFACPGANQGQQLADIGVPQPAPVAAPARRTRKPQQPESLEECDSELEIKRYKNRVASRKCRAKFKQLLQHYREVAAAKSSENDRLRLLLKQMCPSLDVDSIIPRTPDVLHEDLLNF
PREPL inhibitor – inhibits the human prolyl oligopeptidase-like enzyme; recombinant PREPL, fluorescence polarization activity-based probe; inhibition, % at 5.96 µM; 0.68% of 320,000 active; AID 2751; in the data active = inhibition above about 43%;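 note: 0% = enzyme with DMSO and 100% = wells lacking enzyme; many of its hits are not listed in these tables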
EBNA-1 inh – blocks EBNA-1 binding to DNA. EBNA-1 DNA binding, fluorescence polarization. inhibition, % at 14.8 µM. 0.34% of 300,000 active; in the data active = inhibition above about 28%
* = called active by the depositor; . = no result given. An excerpt. The share of hits here may be higher or lower than overall.

SMILES	HCV core dimer	Efflux pump mplx	PP5 primary	PP1 counter	Fh CTSL1 inh	TPT1 inh	ZTA DNA inh	PREPL inhibitor	EBNA-1 inh
COCCn1c(N)c(N(Cc2ccccc2)C(=O)COc2ccc(F)cc2Cl)c(=O)[nH]c1=O	-9	-0.1	2.7	-1	-4	-1	-17	5	6
O=C(N/N=C/c1sc(N2CCOCC2)nc1-c1ccccc1)c1ccc(O)cc1	-23	0.0	5.1	-2	3	-1	-8	13	-12
CCOC(=O)c1sc(NCC2CCCO2)nc1C (stereo not drawn)	7	0.1	2.4	-3	-1	-1	1	-13	-4
COc1ccc(NC(=O)COC(=O)COc2cccc3c2OC(C)(C)C3)cc1	0	0.0	-0.8	0	0	3	-2	2	-9
CCc1cccc(C)c1NC(=O)N(C)C1CCCCC1	-2	0.0	0.2	-2	-2	-3	-8	9	2
CC1(OC(=O)c2ccc(Cl)nc2)C(=O)C=C2C=C(c3ccc(C#N)cc3)OC=C2C1=O (stereo not drawn)	22	0.1	1.3	6	1	1	5	15	2
Cc1cc(Cl)c(S(=O)(=O)NC(C)C)cc1OCC(N)=O	-3	0.2	0.6	-1	-5	-2	-17	8	5
O=C(c1cccc(S(=O)(=O)NCc2ccccc2)c1)N1CCN(Cc2ccccc2)CC1	3	0.5	-0.8	0	4	-1	-12	12	-8
COC(=O)CSc1ncc(C#N)c(N)n1	-1	0.1	3.5	4	-3	0	-13	-3	3
COc1ccc(Cl)cc1NC(=O)Nc1ccccc1SC	0	0.0	1.1	5	-2	-1	5	-1	-4
CCOC(=O)C1(Cc2ccc(O)cc2)NC(c2ccco2)C2C(=O)N(c3ccccc3F)C(=O)C21 (stereo not drawn)	-1	0.0	-0.7	-3	0	1	-2	-1	12
O=C(CN(C(=O)c1csnn1)c1ccccc1F)NC1CCCCC1	-6	0.1	0.5	-1	-2	-2	8	2	8
O=C(Nc1cccc(-c2nnc(-c3ccccc3)o2)c1)c1ccc(Br)o1	5	0.4	5.7	6	-1	-6	9	-23	7
CN(/N=C/c1ccc(O)cc1O)c1ncc(C(F)(F)F)cc1Cl	0	0.3	3.8	-3	2	1	-13	20	0
Cc1onc(-c2ccccc2Cl)c1C(=O)N(Cc1ccccc1)C(C)C	3	0.2	0.9	1	4	1	-8	-2	6
Cc1cc(C)nc(N(C#N)CC(=O)c2ccccc2)n1	0	-0.2	0.9	-2	69*	-1	-11	4	13
CN(CCC1CCCCO1)C(=O)CCc1nnc(Cc2c[nH]c3ccccc23)o1 (stereo not drawn)	1	-3.0	0.6	-2	2	-4	10	10	8
O=C1C(Nc2ccccc2)=C(NS(=O)(=O)c2ccccc2)C(=O)c2ccccc21	-22	-0.1	1.3	0	3	-4	14	6	5
O=S(=O)(NCCN1CCCC1)c1ccc(Br)cc1	-8	-0.1	-3.7	-2	-1	0	-1	-23	8
O=c1cc(CN2CCc3ccccc32)nc2sccn12	86*	0.0	1.9	24*	-2	0	4	5	5
Cc1c(NC(=O)CSc2nnc(-c3ccco3)n2-c2ccccc2)c(=O)n(-c2ccccc2)n1C	-3	-0.1	-1.7	1	-1	2	6	-2	8
CCc1noc(C)c1C(=O)Nc1nc(-c2ccccc2)c(C(C)=O)s1	.	0.0	-1.3	-4	.	.	9	80*	.
S=c1[nH]c2cc(Br)cnc2[nH]1	-2	0.0	2.3	-3	8	0	-3	2	-8
Cn1cnnc1Sc1ccc(C(=O)OCC(=O)Nc2cc(Cl)cc(Cl)c2)cc1[N+](=O)[O-]	12	-0.6	2.4	4	-1	0	10	0	-1
N#C/C(=N\Nc1ccc(Cl)cc1)C(=N)N1CCCCC1	-4	0.1	3.4	2	5	-2	1	28	2
Cc1cccc(N2C(=O)c3cccc4cccc(c34)C2=O)c1	-4	0.1	3.2	0	0	2	-25	8	2
CC(NS(=O)(=O)c1ccc(OCC(=O)NCc2cccnc2)cc1)c1ccccc1 (stereo not drawn)	-2	-0.2	0.2	0	-1	-1	-3	-8	-9
Cc1c(NC(=O)CN2C(=O)c3cccc4cccc2c34)c(=O)n(-c2ccccc2)n1C	-3	0.1	-5.6	1	7	3	-14	4	-6
Cn1cnc(S(=O)(=O)N2CCN(c3cccc(C(F)(F)F)c3)CC2)c1	-9	-0.2	0.6	-3	3	-3	5	18	3
CC1(C)Oc2ccc(C(=O)NC3CCCC3)cc2N(CC(=O)NC2CCCCC2)C1=O	-2	-0.2	-0.2	-3	6	3	-10	4	-6
CC(C)(C)c1ccc2c(c1)OCC(C(=O)O)O2 (stereo not drawn)	0	-0.1	0.0	2	0	-2	2	-8	4
CC1CC(OC(=O)CN2CCCCC2)CC(C)(C)C1 (stereo not drawn)	-5	0.1	1.0	-3	-4	-1	-10	4	-8
N#C/C(=C/c1ccc(-c2ccc(S(N)(=O)=O)cc2)o1)c1nc2ccccc2s1	28	2.6*	-1.6	20*	6	73*	-1	14	7
CCCCn1c(N)c(N(C(=O)CSc2nnnn2-c2ccccc2)C2CCCC2)c(=O)[nH]c1=O	.	-0.1	-1.1	-1	.	.	-9	11	.
COc1nc(N(CC(N)=O)S(=O)(=O)c2ccccc2)nc(C)c1Cl	-3	-0.1	-1.9	-1	-3	0	4	-4	12
CC1CCCN(S(=O)(=O)c2ccc(C(=O)Nc3nnc(-c4ccco4)o3)cc2)C1 (stereo not drawn)	-9	-0.5	3.9	17*	0	-1	-5	0	-4
CCCC(C(=O)NC1CCCC1)N(CC1CCCO1)C(=O)CNS(=O)(=O)c1ccccc1 (stereo not drawn)	-4	-0.3	1.4	-2	5	-1	-3	12	-2
O=C(CN(C(=O)CNS(=O)(=O)c1ccc(F)cc1)C1CCCC1)NCc1ccco1	2	-0.2	1.0	3	0	0	-9	-1	1
O=C(CN1CCOCC1)NNc1nc(-c2ccccc2)c2cc(Br)ccc2n1	-3	-0.1	-3.7	-3	-1	-1	6	1	-3
CCCN1CCC(NC23CC4CC(CC(C4)C2)C3)CC1	4	0.1	-0.3	-2	-5	-4	-14	15	-13
COc1ccccc1NC(=O)CC1Nc2ccccc2NC1=O (stereo not drawn)	-3	0.0	2.0	-1	0	2	4	3	4
CCOc1ccccc1NC(=O)CSc1nc2cc(O)ccc2c(=O)n1-c1ccc(OC)c(OC)c1	-2	-0.6	4.0	8	1	0	-10	2	2
COC(=O)C1=CN(Cc2ccc(OC)cc2)C=C(C(=O)OC)C1c1cccs1	0	0.0	2.2	1	4	-5	1	4	15
CN1CCN(C(=O)N2CCNC2=O)CC1	-3	0.1	4.2	1	-2	2	9	8	-12
CCN(CC(=O)NCCN1CCOCC1)S(=O)(=O)c1ccc(F)cc1	8	-0.1	1.6	-1	0	-1	20	-7	10
CCOC(=O)C1(Cc2ccccc2)CCCN(C(=O)c2cn[nH]c2)C1 (stereo not drawn)	-14	-0.1	-1.3	-3	3	-1	4	5	-8
COc1cc2ccccc2cc1C(=O)N1CCOCC1	2	0.0	-0.8	-6	-2	-2	17	-1	13

Of the compounds above, these have a Cl atom:
SMILES	HCV core dimer	Efflux pump mplx	PP5 primary	PP1 counter	Fh CTSL1 inh	TPT1 inh	ZTA DNA inh	PREPL inhibitor	EBNA-1 inh
COCCn1c(N)c(N(Cc2ccccc2)C(=O)COc2ccc(F)cc2Cl)c(=O)[nH]c1=O	-9	-0.1	2.7	-1	-4	-1	-17	5	6
CC1(OC(=O)c2ccc(Cl)nc2)C(=O)C=C2C=C(c3ccc(C#N)cc3)OC=C2C1=O (stereo not drawn)	22	0.1	1.3	6	1	1	5	15	2
Cc1cc(Cl)c(S(=O)(=O)NC(C)C)cc1OCC(N)=O	-3	0.2	0.6	-1	-5	-2	-17	8	5
COc1ccc(Cl)cc1NC(=O)Nc1ccccc1SC	0	0.0	1.1	5	-2	-1	5	-1	-4
CN(/N=C/c1ccc(O)cc1O)c1ncc(C(F)(F)F)cc1Cl	0	0.3	3.8	-3	2	1	-13	20	0
Cc1onc(-c2ccccc2Cl)c1C(=O)N(Cc1ccccc1)C(C)C	3	0.2	0.9	1	4	1	-8	-2	6
Cn1cnnc1Sc1ccc(C(=O)OCC(=O)Nc2cc(Cl)cc(Cl)c2)cc1[N+](=O)[O-]	12	-0.6	2.4	4	-1	0	10	0	-1
N#C/C(=N\Nc1ccc(Cl)cc1)C(=N)N1CCCCC1	-4	0.1	3.4	2	5	-2	1	28	2
COc1nc(N(CC(N)=O)S(=O)(=O)c2ccccc2)nc(C)c1Cl	-3	-0.1	-1.9	-1	-3	0	4	-4	12
